# Gli-Sufu antag – antagonists of Gli-Sufu signaling | hit rate 0.74% among 340,000 | inhibition, % at 5 µM | Sufu-KO-LIGHT fibroblasts, Gli luciferase reporter luminescence;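 active = inhibition above about 55%, limit read from the data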;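 also: 0% = DMSO-treated cells and 100% = wells with medium but no cells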
# EBI2 block – blocks human EBI2 receptor beta-arrestin signaling. inhibition, % at 5 µM. EBI2 beta-arrestin recruitment, luminescence, 7a,25-OHC stimulated. hit rate 0.81% among 360,000; in the data active = inhibition above about 38%;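 also: enzyme fragment complementation signal reports receptor beta-arrestin coupling in cells; 0% = agonist plus DMSO wells and 100% = wells without agonist; some results beyond the cut were filed as inactive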
# Apaf-1 inh – inhibitors of human Apaf-1 apoptosome. inhibition, % at 20 µM. reconstituted apoptosome caspase-3 activity, DEVD-Rh110 fluorescence. hit rate 0.71% among 330,000; active = inhibition of at least 40% at 20 µM;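 also: plate controls were DMSO wells for no effect and DEVD-CHO caspase inhibitor wells for full effect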
# Target sequence (O14727 whole entry, looked up): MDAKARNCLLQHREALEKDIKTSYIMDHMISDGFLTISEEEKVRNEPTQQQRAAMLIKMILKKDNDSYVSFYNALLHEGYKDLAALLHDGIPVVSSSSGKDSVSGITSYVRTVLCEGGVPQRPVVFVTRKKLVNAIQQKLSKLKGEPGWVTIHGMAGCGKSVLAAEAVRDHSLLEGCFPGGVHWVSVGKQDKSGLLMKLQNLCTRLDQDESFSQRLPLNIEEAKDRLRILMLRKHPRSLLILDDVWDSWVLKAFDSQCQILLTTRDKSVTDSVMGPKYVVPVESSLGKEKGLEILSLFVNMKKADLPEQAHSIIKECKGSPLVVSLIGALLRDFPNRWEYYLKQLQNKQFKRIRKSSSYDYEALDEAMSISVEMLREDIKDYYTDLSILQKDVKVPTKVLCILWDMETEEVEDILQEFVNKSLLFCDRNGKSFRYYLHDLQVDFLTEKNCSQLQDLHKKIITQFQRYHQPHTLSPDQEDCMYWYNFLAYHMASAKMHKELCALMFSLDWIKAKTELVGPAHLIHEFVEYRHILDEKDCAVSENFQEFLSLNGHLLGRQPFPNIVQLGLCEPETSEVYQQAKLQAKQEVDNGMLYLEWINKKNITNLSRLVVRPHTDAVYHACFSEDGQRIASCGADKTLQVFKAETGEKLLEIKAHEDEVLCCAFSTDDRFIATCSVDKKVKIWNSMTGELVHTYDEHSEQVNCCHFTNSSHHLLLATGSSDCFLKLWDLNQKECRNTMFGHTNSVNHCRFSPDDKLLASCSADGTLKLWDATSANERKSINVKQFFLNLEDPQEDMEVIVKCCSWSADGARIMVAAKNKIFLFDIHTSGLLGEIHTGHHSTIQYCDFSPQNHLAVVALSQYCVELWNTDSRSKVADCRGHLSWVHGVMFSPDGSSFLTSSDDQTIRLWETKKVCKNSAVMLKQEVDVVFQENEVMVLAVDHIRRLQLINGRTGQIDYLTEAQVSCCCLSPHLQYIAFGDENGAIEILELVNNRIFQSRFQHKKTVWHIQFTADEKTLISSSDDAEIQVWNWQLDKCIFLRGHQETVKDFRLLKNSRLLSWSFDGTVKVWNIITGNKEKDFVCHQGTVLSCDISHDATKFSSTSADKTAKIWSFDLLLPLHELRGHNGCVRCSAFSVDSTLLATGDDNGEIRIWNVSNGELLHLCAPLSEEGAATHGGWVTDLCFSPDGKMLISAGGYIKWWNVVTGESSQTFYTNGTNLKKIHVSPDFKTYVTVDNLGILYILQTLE
#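 System – cell-free apoptosome with Apaf-1, procaspase-3 and caspase-9 · Buffer or medium – pH 7.5 Hepes buffer with CHAPS, BSA, DTT · Also added – cytochrome c with DEVD-Rh110 · Times – 30 min compound preincubation, 50 min activation, room temperature · Technique – Rh110 fluorescence intensity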
# SENP8 inh – inhibitors of human SENP8 protease; purified SENP8, Z-RLRGG-aminoluciferin cleavage, luminescence; inhibition, % at 10 µM; hit rate 1.2% among 330,000; AID 2540
# CCR6 antag – CCR6 (human) receptor antagonism | inhibition, % at 20 µM | CHO-K1 CCR6 PathHunter beta-arrestin, luminescence, CCL20-stimulated | hit rate 0.49% among 340,000 | AID 493098;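 active = compounds whose inhibition of the agonist-driven luminescence signal at 20 µM reaches about 50%, limit read from the data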;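 also: cells stimulated with CCL20 at 14 nM final; plate controls were DMSO with CCL20 for no effect and DMSO without agonist for full effect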
# 697 NFkB inh – inhibitors of the PMA/ionomycin-induced NF-kB reporter in 697 B cells; AID 435022; hit rate 0.33% among 330,000; 697 B-cell NF-kB luciferase reporter, 16 h; inhibition, % at 4 µM; in the data active = inhibition above about 35%
# Jurkat NFkB inh – inhibitors of the PMA/ionomycin-induced NF-kB reporter in Jurkat cells; PMA/ionomycin-induced NF-kB luciferase reporter, luminescence; inhibition, % at 4 µM; AID 435003; hit rate 0.53% among 330,000
# UBC13 polyUb – blocks human UBC13 polyubiquitin chain formation | P61088 | TR-FRET | inhibition, % at 20 µM | hit rate 0.47% among 330,000; in the data active = inhibition above about 45%, passing the limit was not always enough
# Starred values were filed as active, the others as inactive; x = no result given. Rule as the data show it, unless noted: active = inhibition above about 50%; inactive = the rest. This is a subset; count on the stated rates, not on these rows.
SMILES,Gli-Sufu antag,EBI2 block,Apaf-1 inh,SENP8 inh,CCR6 antag,697 NFkB inh,Jurkat NFkB inh,UBC13 polyUb
CC(/C=N/N1C(=O)CSC1=S)=C\c1ccccc1,2,-8,8,-3,10,1,11,-12
CCOC(=O)c1c(NC(=O)COC(=O)Cc2n[nH]c(=O)c3ccccc23)sc(C(=O)N(C)C)c1C,6,2,3,-9,10,6,14,2
CC(C)N(C(=O)COC(=O)CNS(=O)(=O)c1ccccc1F)c1ccccc1,9,3,-2,-3,5,5,11,0
Cc1ccc(C(=O)COC(=O)COc2ccccc2O)cc1C,2,-2,4,-22,5,7,-11,-7
CCOC(=O)C1=CN(CC2CCCO2)C=C(C(=O)OCC)C1c1ccccc1C(F)(F)F (stereo not drawn),12,1,3,4,12,0,5,3
c1ccc(CN2OCC3Cn4c(nc5ccccc54)C32)cc1 (stereo not drawn),18,-2,8,-4,6,-11,-10,-8
O=S(=O)(c1cccc2cccc(Cl)c12)N1CCCC1,-8,-6,1,-1,5,4,1,8
Cc1nc2ccccc2c(=O)n1/N=C/c1ccc(O)cc1O,-1,-1,11,-6,-2,-18,6,-2
O=C(COC(=O)c1cnccn1)c1ccc(OC(=O)c2ccccc2)cc1,2,-18,-15,0,-7,8,12,34
Cn1c(=O)c(C(=O)c2ccccc2)nc2ccccc21,-1,-9,2,-3,4,1,12,-7
O=C1c2cccnc2C(O)N1Cc1cccs1 (stereo not drawn),5,-9,-16,10,-2,24,6,7
CCOC(=O)/C(=N\Nc1cc(Cl)ccc1Cl)N1CCOCC1,-5,7,13,-9,15,1,-8,-5
CCCNC(=O)c1[nH]c(C)c(C(=O)OCC)c1C,x,x,-2,-4,x,6,0,8
COCCNC(=O)c1cc(Sc2nnc(C)s2)nc2ccccc12,x,x,-21,-7,x,16,-8,-8
COc1ccc(OC)c(N(CC(N)=O)S(=O)(=O)c2ccc(OC)c(OC)c2)c1,6,-5,-10,-1,3,14,5,8
O=C(CNC(=O)c1cccs1)N/N=C/c1cccc(Br)c1,-12,14,11,-2,3,-15,13,-6
COCCCNC(=O)CC1C[C@H](C(=O)N2CCOCC2)[C@@]2(CCC3CCCC3)c3[nH]c4ccc(OC)cc4c3CCN2C1=O (stereo partly drawn),2,-5,9,x,4,0,x,x
O=C(CCN1C(=O)CSC1=O)Nc1ccccc1,1,5,1,-3,-7,-9,-7,2
O=C(CSC(=S)N1CCCC1)c1ccccc1,-70,4,2,28,-15,-202,-146,-6
COc1ccc(-c2nnc3sc(-c4ccco4)nn23)cc1OC,-6,11,15,4,0,28,2,8
CCOC(=O)c1sc2ncnc(NCc3ccco3)c2c1C,6,4,5,6,-7,-49,-20,6
Cc1ccc(NC(=O)c2oc3ccccc3c2NC(=O)C2CCCO2)cc1C (stereo not drawn),-88,-15,11,-7,20,-100,-124,-4
COc1ccccc1NS(=O)(=O)c1ccc(C(=O)NCC(c2cccs2)N2CCOCC2)cc1 (stereo not drawn),-7,-5,4,0,13,2,9,5
COc1ccc(OC(C)C(=O)Nc2ccc([N+](=O)[O-])cc2)cc1 (stereo not drawn),0,9,-4,-1,11,7,9,-9
O=C(NCc1ccc2c(c1)OCO2)c1ccc(NC(=O)C2CCCO2)cc1 (stereo not drawn),-11,-8,-4,0,-6,7,2,4
CCN1CCN(Cc2nc3c(c(=O)n(C)c(=O)n3C)n2Cc2cccc3ccccc23)CC1,28,-5,-10,-2,11,17,0,-12
Cc1cccc(C)c1NC(=O)C(NC=O)c1ccccc1 (stereo not drawn),40,-3,-5,-2,23,6,3,-2
CCO[C@H]1c2c(ccc3ccc(=O)oc23)OC(C)(C)[C@H]1O,-2,-2,-2,0,-6,15,3,18
Cc1cc2c(c(=O)n1Cc1ccccn1)C(c1ccc3c(c1)OCO3)C(C#N)=C(N)O2 (stereo not drawn),8,-16,-2,-7,1,-2,-4,-1
O=C(c1ccco1)N1CCN(C(=S)Nc2ccccc2C(F)(F)F)CC1,0,0,2,-4,0,-14,0,-4
CN1CC(c2ccccc2)C2(COc3ccccc3C2=O)C12C(=O)Nc1ccccc12 (stereo not drawn),0,8,9,0,10,12,-9,11
O=C(O)CCN=CC1=C(O)CC(c2ccccc2)CC1=O (stereo not drawn),-2,-12,3,2,21,9,1,-4
OCCN1CCN(c2nc(-c3ccccc3O)nc3ccccc23)CC1,35,10,5,-2,3,7,1,5
CCc1nn2c(NCCOC)cc(C)nc2c1-c1ccc(F)cc1,6,20,2,-4,-2,-12,-14,8
Nc1ccc2nc(CCCCCCCCc3nc4ccc(N)cc4[nH]3)[nH]c2c1,-2,-9,1,-11,8,2,-1,-6
O=C(NCc1ccco1)c1cc(S(=O)(=O)N2CCCc3ccccc32)ccc1Cl,-17,14,18,-2,-6,-32,-9,-6
CCOC(=O)C1(CCc2ccccc2)CCN(C2Cc3ccccc3C2)CC1,31,12,14,-11,-8,-2,12,11
CCn1cc(C(=O)NCCc2ccccc2)c(=O)c2cc(F)c(N3CCN(C)CC3)cc21,-8,13,-4,2,-1,-14,-30,12
COc1ccc([N+](=O)[O-])cc1NC(=O)CC(c1ccccc1)c1ccccc1,18,21,-7,3,6,12,11,-1
CCOC(=O)N1CCN(C(=O)C2CCN(Cc3cccc(OCc4ccccc4)c3)CC2)CC1,25,5,5,5,1,15,13,7
O=C(COc1ccccc1)Nc1cccc2c1CCCC2,6,3,17,-9,-10,-13,-1,1
CCO[C@H]1OC(C(=O)NC2CC2)=C[C@@H](c2coc3ccccc3c2=O)[C@@H]1CCCO,-4,-6,3,-9,11,7,-4,-12
CCOc1ccc(C(C)=O)cc1COc1ccc(-c2nnco2)cc1,14,4,18,2,10,-31,-8,-8
CC(C)c1nc(Cl)c(C#N)c2c1CCCC2,-31,19,7,4,8,-28,3,5
Cc1cccc(C)c1N1CCN(C(=O)Cn2cncn2)CC1,2,6,-22,6,5,1,0,-1
O=C(O)c1ccc(Nc2nc3c(s2)CCCC3)cc1,-17,-3,0,96*,2,-207,-20,-16
Cc1ccc(CNc2cccnc2)cc1,-26,6,3,-7,3,-85,-21,1
CC(=O)Nc1cc(NC(=O)C2C3C=CC(C3)C2C(=O)O)ccc1Cl (stereo not drawn),-6,-2,1,6,2,-16,-3,-6
O=C(NC1CCCCCCC1)c1c(O)c2ccccc2[nH]c1=O,-83,-2,0,-2,-7,-118,-129,2
CC(C)CN1CCC(=O)N(CCO)CC1,-20,1,1,0,-2,13,15,8
CCN1C(=NCCCOC(C)C)N[C@@H](c2ccccc2)[C@H](C(=O)OC)[C@H]1C,20,2,1,-6,-3,13,-9,2
CCOC(=O)C1Cn2c(nc3c(c2=O)C(C)(C)Cc2ccccc2-3)S1 (stereo not drawn),0,9,25,6,-2,-1,-10,9
COc1ccc(S(=O)(=O)Nc2ccc(N3CCOCC3)cc2)cc1[N+](=O)[O-],-6,-4,-4,1,4,4,0,-2
CC1=NN(C(N)=S)C(=O)C1N=Nc1cccc(Cl)c1 (stereo not drawn),-28,8,-4,85*,27,-91,-6,0
COc1ccc(S(=O)(=O)N2CCCC2CNC(=O)C(=O)NCc2ccccc2Cl)cc1 (stereo not drawn),-3,-2,19,3,9,0,5,3
FC(F)(F)c1nc(SCc2ccccc2)n[nH]1,-2,1,-10,-4,-1,15,11,0
CCOc1cc2[nH]c(=S)n(Cc3ccc(C(=O)NCC(OC)OC)cc3)c(=O)c2cc1OCC,2,7,3,4,-3,20,14,4
COc1ccc(-n2ncc3c2CC(C)(C)CC3NC(=O)CN2CCOC2=O)cc1 (stereo not drawn),61*,-5,-6,-8,8,-14,13,-2
O=C(Nc1cc(Cl)cc(Cl)c1)C1CCCC1,-1,-6,13,-6,-11,-2,-16,7
CN(Cc1cccnc1)Cc1cn(Cc2ccccc2)nc1-c1ccc2c(c1)OCO2,7,1,4,4,12,-13,-16,-4
# Continuation:
SMILES,Gli-Sufu antag,EBI2 block,Apaf-1 inh,SENP8 inh,CCR6 antag,697 NFkB inh,Jurkat NFkB inh,UBC13 polyUb
COCCn1c(C)cc(C(=O)COC(=O)CNC(=O)c2ccccc2)c1C,-1,-16,5,-7,3,0,1,-7
C(=C\c1nnc(-c2cccs2)o1)/c1ccccc1,-95,-2,10,74*,13,-260,-128,2
O=C(O)c1csc(-c2ccccc2)n1,-1,-6,-6,-5,8,2,-3,-6
COCCn1c(SCC(=O)N2CCCC2)nc2c([nH]c3ccccc32)c1=O,4,-8,11,-2,0,8,3,-8
CNc1cc(-n2nc(C)cc2-c2ccccc2)ncn1,-5,-1,-3,-2,-6,-13,-6,7
O=C(NC1CCCCC1)C(c1cccs1)N(C(=O)Cc1c[nH]c2ccccc12)c1ccc(F)cc1 (stereo not drawn),-3,32,19,-8,0,18,5,-21
Cc1ccccc1C(=O)NC(=S)NCCc1ccccc1,-5,-4,24,-11,22,-46,-13,-16
COc1ccc(C)cc1Nc1n[n+](-c2ccccc2)c(-c2cccc(Cl)c2Cl)s1,11,5,21,-1,15,0,-3,14
O=C(Nc1ccccc1)O/N=C/c1ccc(F)cc1,-95,8,13,42,11,-209,-30,-10
Cc1ccc(-c2cc(C(=O)Nc3cnn(C(C)C)c3)no2)cc1,-30,8,2,-2,-15,-8,-1,5
COc1ccc2c(CC(=O)NCCN3C(=O)S/C(=C\c4cccnc4)C3=O)coc2c1,-4,-5,9,-4,-15,-21,-14,-19
O=c1c2cn(Cc3ccccc3)c3ccccc3c-2nn1Cc1ccc(F)cc1Cl,-19,-1,8,-2,0,0,7,-10
CCOc1ccc(C(=O)CN2CCN(S(=O)(=O)c3ccc(F)cc3)CC2)cc1,28,7,13,-3,0,-16,-10,-6
CC1CCc2nc3ccccc3c(C(=O)OCC(=O)N3CCc4ccccc43)c2C1 (stereo not drawn),13,-22,-9,1,0,-5,-16,-8
Cc1ccc(-c2nc(CS(=O)CC(=O)NCc3ccc(Cl)cc3)c(C)o2)cc1 (stereo not drawn),2,13,25,-12,10,8,3,5
Cc1nn(-c2ccccc2)c(Cl)c1C(=O)OC(C)C(=O)NC(=O)NC1CCCCC1 (stereo not drawn),-18,-3,22,-5,25,4,-5,8
CSc1ccc(S(=O)(=O)N2CCC(C(=O)Nc3ccc(C(N)=O)cc3)CC2)cc1,-22,-16,-1,-6,-1,7,-28,1
CN(C)c1ccc(P(=O)(OC2CCCCC2)C(Nc2ccccc2)c2cccnc2)cc1 (stereo not drawn),2,11,5,-1,9,-17,-27,8
CCCOc1ccc(C(C)=O)cc1CSc1nc(O)cc(=O)[nH]1,20,-2,15,2,-3,18,3,-2
COc1ccc(CNC(=O)c2coc(=O)c3ccccc23)c(OC)c1,2,-1,6,-8,8,-11,-2,-2
CCOC(=O)c1c(C)[nH]c(C)c1C(=O)COC(=O)[C@@H]1CCCN1S(=O)(=O)c1ccc(Cl)cc1,1,-15,0,1,-11,20,-10,10
COc1ccc(Oc2nnnn2-c2ccccc2)cc1,-14,-2,-7,-2,9,9,2,-1

# Some of these compounds in order of formula weight, smallest number first.
SMILES,Gli-Sufu antag,EBI2 block,Apaf-1 inh,SENP8 inh,CCR6 antag,697 NFkB inh,Jurkat NFkB inh,UBC13 polyUb
C(=C\c1nnc(-c2cccs2)o1)/c1ccccc1,-95,-2,10,74*,13,-260,-128,2
CSc1ccc(S(=O)(=O)N2CCC(C(=O)Nc3ccc(C(N)=O)cc3)CC2)cc1,-22,-16,-1,-6,-1,7,-28,1
COc1ccc(C)cc1Nc1n[n+](-c2ccccc2)c(-c2cccc(Cl)c2Cl)s1,11,5,21,-1,15,0,-3,14

# Whole records from above.
# Record of COCCn1c(SCC(=O)N2CCCC2)nc2c([nH]c3ccccc32)c1=O = Gli-Sufu antag: 4; EBI2 block: -8; Apaf-1 inh: 11; SENP8 inh: -2; CCR6 antag: 0; 697 NFkB inh: 8; Jurkat NFkB inh: 3; UBC13 polyUb: -8
# Record of COc1ccc2c(CC(=O)NCCN3C(=O)S/C(=C\c4cccnc4)C3=O)coc2c1 = Gli-Sufu antag: -4; EBI2 block: -5; Apaf-1 inh: 9; SENP8 inh: -4; CCR6 antag: -15; 697 NFkB inh: -21; Jurkat NFkB inh: -14; UBC13 polyUb: -19
# Record of CCCOc1ccc(C(C)=O)cc1CSc1nc(O)cc(=O)[nH]1 = Gli-Sufu antag: 20; EBI2 block: -2; Apaf-1 inh: 15; SENP8 inh: 2; CCR6 antag: -3; 697 NFkB inh: 18; Jurkat NFkB inh: 3; UBC13 polyUb: -2

# Screening data: PubChem BioAssay, Sanford-Burnham Center for Chemical Genomics
